AT treatment: qHTS Assay for Identifying a Potential Treatment of Ataxia-Telangiectasia; […] A-T fibroblasts, KAP-1 phosphorylation AlphaLISA; neocarzinostatin DNA damage 30 min before lysis; hit rate 0.19% among 320,000; Potency, µM (top dose mostly 57.5 µM), for inactives: top-dose activation, most hits filed as activators; further: potency means the concentration at half of the fitted maximal effect; % of control where 0% means no effect; nearly all actives have a fitted effect of over 45% in size
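hTERT-immortalized A-T patient fibroblasts ([…]), 500 cells/well in OPTI-MEM, 1% FBS, got compounds for 60 min, then NCS for 30 min at 37C. Lysates were then assayed for phospho-KAP-1 by AlphaLISA (anti-pKAP1 donor, anti-KAP1 acceptor beads), 6 hr at 25C.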
B2AR arrestin: qHTS assay of beta-arrestin-biased ligands of beta2-adrenergic receptor; Beta-2 adrenergic receptor (Homo sapiens), P07550; beta-arrestin recruitment to beta2AR, cell-based reporter; Potency, µM (highest dose often 46.1 µM), for the others: at the highest dose activation, actives largely listed as activators; hit rate 0.02% among 330,000;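 further: potency means the concentration at half of the fitted maximal effect; 0% = DMSO controls and full agonism = EC100 isoproterenol or metaproterenol; nearly all actives have a fitted effect of over 65% in size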
Integrin act MD: qHTS for Activators of Integrin-Mediated Alleviation for Muscular Dystrophy; alpha7betagal myoblasts, beta-gal FDG fluorescence, 48 h; Potency, µM (series often up to 38.3 µM), for inactives: top-dose activation, hits mostly activators; AID 624291, 2012; hit rate 0.064% among 350,000;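 further: potency means the concentration at half of the fitted maximal effect; 100% = response of the positive control SU9516; nearly all actives have a fitted effect of over 60% in size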
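alpha7betagal+/- myoblasts (passage 13, 250/well) treated 48 h at 37C with compounds at 1:260 dilution of DMSO stock. Lysed, then beta-galactosidase activity read as FDG fluorescence (ex 480/em 540) after 30 min, with pre-read for autofluorescence.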
TRPV1 ag: HTS Assay for Compounds that Act as Agonists of the Vanilloid Receptor 1; Transient receptor potential cation channel subfamily V member 1 (Homo sapiens), Q8NER1; TRPV1-expressing cells, Fluo-8 calcium influx, agonist mode; activation, % at 8.33 µM; hit rate 0.19% among 320,000; AID 540275, 2011; in the data active means activation above about 80%; inconclusive means between about 30% and that limit; further: 0% is about no effect
Target sequence (Q8NER1 whole entry, looked up): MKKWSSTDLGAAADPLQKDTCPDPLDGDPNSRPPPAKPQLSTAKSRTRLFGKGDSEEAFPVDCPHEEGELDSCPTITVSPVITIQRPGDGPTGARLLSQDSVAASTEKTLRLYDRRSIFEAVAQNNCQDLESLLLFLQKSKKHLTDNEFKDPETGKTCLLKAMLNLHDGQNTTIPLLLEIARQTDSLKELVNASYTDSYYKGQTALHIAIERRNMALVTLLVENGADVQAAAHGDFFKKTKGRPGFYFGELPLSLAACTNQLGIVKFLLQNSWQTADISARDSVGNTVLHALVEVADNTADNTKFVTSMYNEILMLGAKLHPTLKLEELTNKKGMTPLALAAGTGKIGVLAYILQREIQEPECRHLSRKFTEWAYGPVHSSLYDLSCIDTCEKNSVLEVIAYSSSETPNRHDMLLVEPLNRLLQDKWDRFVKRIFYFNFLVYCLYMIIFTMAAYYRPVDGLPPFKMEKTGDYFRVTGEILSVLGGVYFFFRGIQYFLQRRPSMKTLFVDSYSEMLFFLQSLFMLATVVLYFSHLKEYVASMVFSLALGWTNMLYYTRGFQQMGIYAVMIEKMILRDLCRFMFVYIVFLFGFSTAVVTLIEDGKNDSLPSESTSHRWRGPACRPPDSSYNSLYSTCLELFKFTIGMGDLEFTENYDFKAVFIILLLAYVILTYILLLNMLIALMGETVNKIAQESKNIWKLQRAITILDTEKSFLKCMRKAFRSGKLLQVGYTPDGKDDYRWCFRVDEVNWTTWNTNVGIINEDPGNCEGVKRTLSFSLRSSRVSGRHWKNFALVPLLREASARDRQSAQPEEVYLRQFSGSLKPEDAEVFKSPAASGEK
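TRPV1-expressing cells were cultured overnight at 35.5C and loaded with Fluo-8 calcium dye for 40 to 90 min at room temperature. After a 10 s baseline, compound was added and calcium influx was read kinetically for 3 min (ex 480/em 520 nm).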
TSG101-PTAP inh: qHTS Assay for Iinhibitors of HIV-1 Budding by Blocking the Interaction of PTAP/TSG101; Tumor susceptibility gene 101 protein (Homo sapiens), Q99816; Fluorescence polarization, FITC-PTAP peptide / Tsg101 binding; Potency, µM (top dose mostly 115 µM), without a hit: at the top dose activity change, negative = inhibition, most hits filed as inhibitors; 340,000 tested, under 10 active; AID 493005, 2010; active means well fitted inhibition curve with a large enough effect in the main read-out, with a control signal flat, not every such curve was filed as active; inconclusive means small, poorly fitted or top-dose-only effect, or effect the other way, or a change in a side signal; inactive means no such curve, though single readings can be large or run the other way; further: potency means the concentration at half of the fitted maximal effect; % of control where 0% means no effect
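Fluorescence polarization binding of Tsg101 binding domain (10 uM final) to FITC-labeled PTAP peptide (50 nM final) in HEPES pH 7.5 buffer with NaCl, Tween 20, EDTA, TCEP. Compounds added before peptide; binding 20 min at RT.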
CXXC DNA block: qHTS Fluorescence Polarization Assay for Inhibitors of MLL CXXC domain - DNA interaction. Histone-lysine N-methyltransferase 2A (Homo sapiens), Q03164. MLL-CXXC / FITC-HOXA9 DNA fluorescence polarization. Potency, µM (highest dose often 115 µM), inactives show top-dose activity change, negative = inhibition, most hits filed as inhibitors. hit rate 0.037% among 290,000. AID 2662, 2010; active means well fitted inhibition curve with a large enough effect in the polarisation, with a control signal flat, not every such curve was filed as active; inconclusive means small, poorly fitted or top-dose-only effect, or effect the other way, or a change in a side signal; inactive means no such curve, though single readings can be large or run the other way; the % refers to the polarisation; further: potency means the concentration at half of the fitted maximal effect
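Fluorescence polarization: 7 uM MLL-CXXC (stock) preincubated 5 min with compounds, then 50 nM fluorescein-HOX-A9 DNA (stock) added; 30 min ambient. Buffer 50 mM Tris-HCl pH 7.5, 50 mM NaCl, 1 mM DTT, 0.05% BSA.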
ELG1 DNA repair: qHTS screen for small molecules that inhibit ELG1-dependent DNA repair in human embryonic kidney (HEK293T) cells expressing luciferase-tagged ELG1; HEK293T ELG1-luciferase reporter, luminescence, 16 h; DNA damage induced by 5-fluorouridine; Potency, µM (highest dose often 46.1 µM), for inactives: top-dose activity change, negative = inhibition, most hits filed as inhibitors; hit rate 2.3% among 330,000; further: potency means the concentration at half of the fitted maximal effect; on the % scale 0 is the no-effect control and ±100 the full control effect; nearly all actives have a fitted effect of over 55% in size
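Luminescence from the luciferase reporter, measured 30 min after ONE-Glo reagent at room temperature, was the read-out. Beforehand, 2,000 cells per well were exposed for 16 hr at 37 °C to 5-fluorouridine together with compound or vehicle.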
p53 reactivation: qHTS assay for re-activators of p53 using a Luc reporter. hit rate 0.063% among 320,000. Potency, µM (doses to about 92.2 µM), without a hit: at the top dose activity change, positive = activation, usual class: activators. AID 504706, 2011. H1299 p53-A138V BP100-luciferase reporter, luminescence, 24 h; further: potency means the concentration at half of the fitted maximal effect; % of control where 0% means no effect; nearly all actives have a fitted effect of over 45% in size
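H1299 (p53-null), stable ts p53-A138V + BP100-Luc; 1000 cells/well, Opti-MEM/10% FBS; cpd 4 pt, 1:5; 24 h, 37 deg C, 5% CO2; detection reagent 10 min RT; luminescence.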
TCR act: Activators of T cell receptors: qHTS campaign. primary human leukocytes, anti-CD3, IL-2 HTRF, 48 h. Potency, µM (top dose mostly 9.22 µM), inactives show top-dose activation of IL-2 secretion, most hits filed as activators. 330,000 tested, under 10 active; further: % of control where 0% means no effect
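48 hr co-incubation of compounds, a-CD3 beads and primary human leukocytes; IL-2 quantified homogeneously by HTRF with anti-IL-2 K and d2 conjugates.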
BRCA1 expr act: qHTS Assay to Identify Small Molecule Activators of BRCA1 Expression; Potency, µM (top dose mostly 46.1 µM), for inactives: at the top dose activation, usual class: activators; MCF7-BRCA1-FFLuc reporter, luminescence, 48 h; response scale: scaled: vehicle 0%, 10 µM genistein 100%; hit rate 1.1% among 380,000; further: potency means the concentration at half of the fitted maximal effect; nearly all actives have a fitted effect of over 80% in size; some results filed as inactive show a strong effect at the top dose
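Luminescence from a BRCA1-driven firefly luciferase in MCF7 cells was read after 48 h compound exposure at 37 C. Data normalized against DMSO and a 10microM genistein activation control, then curve-fitted across the titration.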
Active calls of the source: *; ? = inconclusive; nt = not tested or not shown; & = joins results of further samples; [ ] = remark or other dose. Unless noted, the call rests on the fitted dose curve; in most records, active means well fitted curve in the direction sought with a large enough effect; inconclusive means small, poorly fitted or top-dose-only effect, or another doubt; inactive means no such curve, though single readings can be large; an effect the other way counts as inactive or inconclusive. Rows are unselected; overall some 3.8% were active at least once.

SMILES	AT treatment	B2AR arrestin	Integrin act MD	TRPV1 ag	TSG101-PTAP inh	CXXC DNA block	ELG1 DNA repair	p53 reactivation	TCR act	BRCA1 expr act
O=C(O)c1cc2ccccc2[nH]1	nt	nt	-7%	nt	0%	nt	nt	nt	-2%	0%
O=S(=O)(NCc1ccccc1Cl)c1cnc[nH]1	-15%	0.5%	-7%	-8	-5%	2%	5%	-10%	0%	-6%
CCOC(=O)Cn1c(=NC(=O)c2ccc([N+](=O)[O-])s2)sc2ccccc21	-4%	-0.1%	-15%	24	?	12%	-19%	0%	11%[46.1 µM]	-4%
Cc1nc(-n2[nH]c3c(c2=O)CCCC3)[nH]c(=O)c1Cc1ccccc1	15%	0.0%	-57%[inhibitor]	-6	0%	-17%	?	-7%	1%	-84%
CCC1CCCCN1CCCNC(=O)C1CCN(c2ncnc3c2nc2n3CCCCC2)CC1 (stereo not given)	-2%	0.0%	10%	-3	-2%	5%	11%	18%	-2%	-5%
COc1ccccc1-c1coc2c(CN3CCOCC3)c(O)ccc2c1=O	2%	-1.7%	22%	2	0%	-6%	-17%	nt	-3%	7%
O=C(Nc1ccc2c(c1)OCO2)c1cnc2n(c1=O)CCS2	2%	0.3%	20%	10	-6%	1%	?	?	1%[46.1 µM]	2.5µM*
O=C1C(Cl)=C(N2CCCCCC2)C(=O)N1c1ccccc1	0%	0.0%	-15%	-1	-7%	-5%	29%	22%	-1%	0%
COC(=O)c1cccc(NC(=O)CCSc2ccc(Cl)cc2)c1C	1%	0.0%	39%	28	-2%	-17%	-23%	-5%	0%	1%
COc1ccc(S(=O)(=O)N2CC(C)N(S(=O)(=O)c3ccc(OC)cc3)CC2C)cc1 (stereo not given)	16%	0.4%	11%	0	-1%	-5%	-3%	-2%	0%	-5%
COCCn1c(SCc2ccc(C(=O)OC)o2)nnc1-c1c[nH]c2ccccc12	2%	0.2%	-20%	-1	-8%	-2%	-27%	-5%	-1%	-7%
Nc1ccc(S(=O)(=O)Nc2nccc(/C=C/c3ccc(Cl)cc3)n2)cc1	0%	0.1%	1%	1	-4%	-4%	-6%	-6%	8%	6%
COc1ccccc1C(=O)N/C(=C/c1ccc(Br)cc1)C(=O)N1CCCC1	1%	-0.2%	13%	?	-1%	-9%	?	0%	-3%	-20%
CCOC(=O)Cc1csc(NC(=O)/C=C/c2ccc(OC)cc2)n1	-5%	-0.2%	-6%	3	-5%	-4%	?	6%	nt	0%
C/C(=N\NC(=S)Nc1ccccc1C)c1cc2ccccc2o1	13%	0.2%	19%	7	-6%	15%	?	5%	0%	-29%
C/C(=N\Nc1cccc(Cl)c1)C1(C)N(O)C(C)(C)C(c2ccco2)=[N+]1[O-] (stereo not given)	-7%	0.8%	-28%	?	-6%	-2%	16%	14%	-2%	-4%
CCCCC1=CC2=C(c3ccco3)C(=O)C(C)(OC(=O)c3ccc(OC)cc3)C(=O)C2=CN1C1CC1 (stereo not given)	-13%	-0.3%	-5%	0	-4%	2%	-23%	0%	-21%	0%
CC(C)(C)c1ccc(OCC(=O)N2CCCCCC2)c(Br)c1	0%	-0.2%	15%	1	-4%	-7%	?	9%	-1%	17%
Cc1ccc(NS(=O)(=O)c2ccc(C)c(C(=O)N3CCOCC3)c2)cc1	-3%	0.2%	11%	1	-1%	0%	-18%	-5%	-1%	-15%
O=C(c1ccccc1)c1ccc(OCC(O)CN2CCN(Cc3ccccc3)CC2)cc1 (stereo not given)	-7%	-0.6%	-26%	10	-6%	1%	-25%	-5%	-3%	-45%
COCCCNC(=O)Cn1nc(-c2ccc(C)cc2)ccc1=O	-1%	-0.4%	20%	2	-4%	1%	0%	2%	-4%	-5%
CCn1c(-c2csc3c2CCCC3)n[nH]c1=S	-7%	-0.8%	-16%	1	-4%	5%	?	5%	-9%[46.1 µM]	7%
O=C(N/N=C/c1ccco1)c1cccc(S(=O)(=O)Nc2ccccc2Cl)c1	-6%	-0.5%	13%	-1	-3%	40%[activator]	6%	-5%	0%[46.1 µM]	-7%
COc1ccc(OC)c(S(=O)(=O)N2CCC(C(=O)N3CCOCC3)CC2)c1	-5%	-0.2%	3%	-1	-2%	5%	4%	2%	-10%	-5%
COc1ccc(NC(=O)N(C)C[C@H]2Oc3ccc(NS(=O)(=O)c4ccc(OC)cc4)cc3C(=O)N([C@H](C)CO)C[C@@H]2C)cc1	5%	0.3%	22%	nt	-4%	nt	9%	3%	-2%	0%
O=C(Nc1ccc(NC(=O)c2ccccc2Cl)nc1)c1ccco1	-7%	0.6%	2%	1	-5%	15%	?	?	7%	53%
CCOC(=O)/C(=N\Nc1cc(Cl)ccc1Cl)N1CCN(CC)CC1	1%	0.4%	-41%	?	-1%	-6%	-1%	-7%	5%[46.1 µM]	-22%
O=C1c2ccccc2C(=O)C12OC2c1ccc(Cl)cc1 (stereo not given)	-4%	0.4%	nt	-1	nt	-8%	-17%	?	-7%[46.1 µM]	nt
CC(C)C[C@H](NC(=O)c1nc[nH]c1C(=O)N[C@@H](CCCCN)C(=O)OC(C)(C)C)C(=O)OC(C)(C)C	4%	0.0%	16%	nt	-1%	nt	13%	12%	1%	-5%
CCCn1nnnc1NCc1cccc(OC)c1OC	3%	-0.2%	-4%	2	3%	-20%	-13%	nt	0%	-3%
Cc1ccc(S(=O)(=O)Nc2ccccc2F)cc1C(=O)NNC(=O)c1ccccc1O	-2%	-0.3%	-15%	4	0%	nt	-4%	0%	-7%	-35%
COc1ccc([N+](=O)[O-])cc1NC(=O)CC1SC(=Nc2cccc(C)c2C)N(/N=C/c2cccc(OC)c2OC)C1=O (stereo not given)	-5%	0.1%	-5%&24%	2	-5%&-1%	20%	-15%	10%	-2%&-3%	-32%&-22%
CNc1nc(OCC(F)(F)F)nc(OCC(F)(F)F)n1	nt	nt	-6%	nt	-1%	nt	nt	nt	8%	-1%
COc1ccc(NC(=O)c2nc[nH]c2C(=O)N2CCC(C)CC2)cc1	-23%	-0.8%	2%	3	nt	9%	-6%	-1%	-2%	-10%
CCN(CC(=O)Nc1c(F)cccc1F)C(=O)C1CCCN(C(=O)c2ccc(Cl)cc2)C1 (stereo not given)	-8%	-0.1%	-7%	-3	2%	8%	8%	-1%	-10%	-8%
N#C/C(=C\c1ccc(O)cc1)C(=O)N1CCCC1	-3%	-0.5%	-38%	-4	-1%	-12%	?	-1%	-11%	13%
Cn1c(Cc2cccs2)nnc1SCC(=O)Nc1ccccc1F	4%	0.7%	-16%	1	-1%	nt	23%	0%	-3%	-12%
O=C(COC(=O)C12CC3CC(CC(C3)C1)C2)Nc1nc2c(F)c(F)c(F)cc2s1	13%	-0.3%	-11%	-2	0%	-2%	-21%	12%	-1%[46.1 µM]	-32%
Cn1c(SCC(=O)Nc2cccc(F)c2)nc2c([nH]c3ccccc32)c1=O	1%	-0.1%	6%	1	-3%	5%	2%	6%	8%	-21%
C/C(=C\c1ccccc1)CN1CCN(c2ccccc2)CC1	8%	0.0%	-21%	-5	nt	-4%	0%	2%	-2%[46.1 µM]	-24%
COC(=O)CCC(=O)Nc1ccc(S(=O)(=O)Nc2nc(C)cc(C)n2)cc1	-4%	-0.2%	6%	0	-9%	-5%	5%	nt	nt	-1%
O=C(NCc1ccc2c(c1)OCO2)c1cccnc1	1%	-0.4%	2%	-3	-4%	-5%	15%	5%	-3%	-3%
O=C(C1=C[C@@H](c2ccc(Br)cc2)C[C@@H](OCCCCO)O1)N1CCN(Cc2ccccc2)CC1	-2%	0.1%	-36%	?	-6%	?	?	-1%	4%	-31%
Cc1ccc(C(=O)Nc2cccc(C(=O)N/N=C/c3ccc(F)cc3)c2)cc1	10%	-0.1%	-14%	0	1%	33%[activator]	?	21%	-8%	29%
CCCn1c(SCC(=O)c2c(N)n(C3CC3)c(=O)[nH]c2=O)nnc1-c1ccncc1	-5%	-0.3%	-9%	0	-2%	nt	12%	-4%	nt	4%
O=C(NCCN1C(=O)S/C(=C/c2cccnc2)C1=O)c1ccc(S(=O)(=O)N2CCCC2)cc1	nt	nt	-8%	nt	-8%	nt	nt	nt	1%	-35%
